Compound activity from PubChem BioAssay.
Redox H2O2 prof – compounds producing H2O2 with reducing agent – biochemical, NIH compound library profiling, artefact control for MLSCN library redox annotation, primary screen; DTT-dependent redox cycling H2O2, phenol red/HRP absorbance; 100% = 100 µM peroxide control, 0% = buffer; actives 0.03% (n = 200,000); activation, % at 10 µM;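 active means activation of at least 50% relative to the plate's high and low controls in the primary single-dose screen; inactive means activation below 50%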;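 further: compound incubated with DTT at 0.8 mM final as the reducing agent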
STAT1 blocker – STAT1 signaling inhibitors, primary screen, cell-based, HTS, luciferase reporter. inhibition, % at 5.5 µM. actives 0.35% (n = 200,000). AID 920, 2007. NIH 3T3 STAT1-luciferase reporter, IFN-gamma, luminescence;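 active means inhibition above a set limit, the mean inhibition across all tested compounds plus 3 SD, cut at about 34% in these data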;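 further: 0% = IFN-gamma with DMSO and 100% = IFN-gamma with 300 µM nifuroxazide; values of inactives mirror those of a sister screen read the other way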
STAT3 inh – IL-6 driven STAT3 reporter inhibitors, primary screen, U3A cells, luciferase, luminescence, MLSCN library | IL-6 STAT3-luciferase reporter; host cell line lacks STAT1 | inhibition, % at 5.5 µM | actives 0.89% (n = 190,000) | AID 862, 2007;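 active means inhibition above the mean inhibition across all screened compounds plus 3 SD, cut at about 44% in these data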;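 further: 0% = DMSO only wells and 100% = 100 µM nifuroxazide control wells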
STAT1 activator – STAT1 signaling activators, primary screen, cell-based, HTS, luciferase reporter. NIH 3T3 STAT1-luciferase reporter, IFN-gamma, luminescence; 100% = IFN-gamma alone, no compound. activation (% of control), % at 5.5 µM. actives 2.6% (n = 200,000);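 active means activation above the screen-wide mean activation plus 3 SD, cut at about 130% in these data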;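 further: raw ratio to IFN-gamma control signal so 100% means no change and 0% no light; values of inactives mirror those of a sister screen read the other way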
APP 5'UTR act – activators of APP 5'UTR luciferase reporter, primary screen, SH-SY5Y cells | SH-SY5Y APP 5'UTR luciferase reporter, luminescence; zero percent = DMSO vehicle wells | actives 1% (n = 190,000) | activation, % at 2 µM;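 active means activation above a set limit, based on mean plus 3 SD of controls, cut at about 140% in these data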; further: values of inactives mirror those of a sister screen read the other way
NF-kB expr up – activators of NF-kB expression in neurons, primary screen, cell-based, HTS; fold change at 12.5 µM; human neuronal cells, NF-kB reporter expression; hits give high values; actives 1.6% (n = 190,000); in the data active means fold change above about 3.3
Hsp70 activator – Hsp70 transcriptional activators, primary screen, cell-based, HeLa, Hsp70 promoter luciferase, luminescence, 10 µM; HeLa Hsp70 promoter luciferase reporter; scaled: vehicle 0, proteasome-inhibitor control 100%; activation, % at 10 µM; actives 0.04% (n = 200,000);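 active means activation above the mean across all tested compounds plus 3 SD, cutoff set per campaign, cut at about 5.5% in these data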;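 further: 100% = MG132 at 30 µM as the positive control and 0% = DMSO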
STAT3 act – IL-6 driven STAT3 reporter potentiators, primary screen, U3A cells, luciferase, luminescence, MLSCN library. IL-6 STAT3-luciferase reporter; 100% = signal with IL-6 EC80 alone. activation (% of control), % at 5.6 µM. actives 0.91% (n = 190,000);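 active means activation above the screen-wide mean of compound activation plus 3 SD, cut at about 130% in these data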;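 further: 0% = background luminescence of wells with medium and substrate only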
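Test system: human U3A cells carrying STAT3-luciferase construct; control set: IL-6-only wells as 100% reference; timing: compound pre-incubation 1 h before IL-6, then 6 h stimulation at 37 °C; also added: IL-6 stimulus at 33 ng/mL final; evaluation: % activation versus median of IL-6-stimulated wells; detection: reporter luminescence signal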
Efa HMGR inh – inhibitors of E. faecalis class II HMGR, primary screen, biochemical, Enterococcus faecalis | HMG-CoA reductase (Enterococcus faecalis, mvaE) | purified E. faecalis HMGR, NADPH absorbance 340 nm kinetic | inhibition, % at 10 µM | actives 0.41% (n = 190,000) | AID 1066, 2008;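 active means inhibition above a set limit, the median over all tested compounds plus 3 SD, cut at about 9.5% in these data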;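 further: enzyme runs in reverse so mevalonate oxidation gives rising NADPH absorbance; 0% = complete reaction with DMSO and 100% = background rate lacking mevalonate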
TLR4 MyD88 comp – inhibitors of TLR4-MyD88 association in cells, primary screen, cell-based, HeLa CL3-4, BLA complementation, FRET ratio. Toll-like receptor 4 (Homo sapiens) + Myeloid differentiation primary response protein …. HeLa CL3-4 TLR4/MyD88 BLA complementation. inhibition, % at 8.4 µM. actives 0.18% (n = 200,000). AID 861, 2007; in the data active means inhibition above about 25%;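 further: 0% = vehicle and 100% = reference inhibitor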
Target sequence (O00206 whole entry, looked up): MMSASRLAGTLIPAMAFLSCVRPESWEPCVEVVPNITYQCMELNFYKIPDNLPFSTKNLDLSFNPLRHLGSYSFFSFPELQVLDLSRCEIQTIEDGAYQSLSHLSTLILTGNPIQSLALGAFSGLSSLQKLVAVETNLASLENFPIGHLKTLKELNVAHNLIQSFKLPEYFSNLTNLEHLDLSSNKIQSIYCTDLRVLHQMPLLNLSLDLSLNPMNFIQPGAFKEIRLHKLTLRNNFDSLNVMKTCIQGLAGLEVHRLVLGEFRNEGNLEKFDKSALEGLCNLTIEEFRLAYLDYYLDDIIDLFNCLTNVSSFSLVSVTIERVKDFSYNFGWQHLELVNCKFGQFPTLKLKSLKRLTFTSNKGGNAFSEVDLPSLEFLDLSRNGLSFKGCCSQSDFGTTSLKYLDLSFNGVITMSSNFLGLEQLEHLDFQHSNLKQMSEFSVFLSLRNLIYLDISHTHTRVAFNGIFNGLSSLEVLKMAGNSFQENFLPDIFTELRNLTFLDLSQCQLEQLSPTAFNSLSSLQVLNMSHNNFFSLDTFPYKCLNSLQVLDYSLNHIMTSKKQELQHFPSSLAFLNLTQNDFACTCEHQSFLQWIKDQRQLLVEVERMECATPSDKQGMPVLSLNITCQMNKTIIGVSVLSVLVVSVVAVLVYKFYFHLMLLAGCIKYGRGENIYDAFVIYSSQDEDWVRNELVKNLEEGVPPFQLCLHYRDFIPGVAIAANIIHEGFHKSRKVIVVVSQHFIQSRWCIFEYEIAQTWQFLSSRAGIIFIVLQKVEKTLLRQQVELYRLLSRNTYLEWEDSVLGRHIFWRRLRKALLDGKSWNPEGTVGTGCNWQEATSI
Target sequence (Q99836 whole entry, looked up): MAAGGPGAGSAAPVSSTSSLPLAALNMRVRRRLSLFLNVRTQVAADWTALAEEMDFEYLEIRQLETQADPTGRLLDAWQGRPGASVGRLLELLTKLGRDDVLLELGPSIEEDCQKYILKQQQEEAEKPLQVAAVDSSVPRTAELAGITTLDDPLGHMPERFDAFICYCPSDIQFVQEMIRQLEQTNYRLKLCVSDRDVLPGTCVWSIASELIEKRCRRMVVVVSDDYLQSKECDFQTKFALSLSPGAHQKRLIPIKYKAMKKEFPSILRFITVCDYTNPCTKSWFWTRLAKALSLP
Starred values were filed as active, the others as inactive. Hits appear at their usual frequency; 5.6% or so of the library scored in one or more.

SMILES | Redox H2O2 prof | STAT1 blocker | STAT3 inh | STAT1 activator | APP 5'UTR act | NF-kB expr up | Hsp70 activator | STAT3 act | Efa HMGR inh | TLR4 MyD88 comp
CCNC(=S)NS(=O)(=O)c1ccc(F)cc1 | -0.6 | -16.3 | 0.8 | 112.8 | 5.3 | 1.06 | 0.1 | 105.0 | -4.6 | 11.9
COc1cc(OC)c(C2CC(=O)N3CN(c4ccccc4)CSC3=C2C#N)cc1OC (configuration not stated) | 1.4 | -3.8 | 6.1 | 103.5 | -8.3 | 1.03 | -0.2 | 96.4 | 2.0 | 11.4
CCCNC(=O)NCCC12CC3CC(CC(C3)C1)C2 | 2.8 | -8.0 | -13.1 | 106.4 | 16.0 | 1.39 | 0.0 | 111.6 | -11.5 | 15.2
Cc1cc(OCCCn2ccnc2)ccc1C(C)C | -0.1 | -5.0 | 5.2 | 104.5 | 10.1 | 1.02 | -0.2 | 93.8 | 1.2 | -9.6
O=C(CCc1nc2ccccc2[nH]1)Nc1ccc2c(c1)OCCO2 | 0.6 | 6.8 | 13.8 | 93.9 | 42.7 | 1.04 | -0.2 | 88.0 | 0.8 | 9.8
COc1ccc(C(=O)Nn2c(SCC(=O)NCc3ccco3)nc3ccccc3c2=O)cc1 | -2.1 | 8.9 | 66.7* | 92.9 | 76.7 | 0.85 | -0.3 | 47.8 | -4.4 | -0.3
Cc1ccc(CN2CCN(Cc3ccncc3)CC2CCO)o1 (configuration not stated) | -1.2 | 4.0 | 7.6 | 95.0 | -2.2 | 1.28 | -0.1 | 97.1 | -3.3 | 7.3
COc1ccc(-n2c(=O)c3ccccc3n(CC(=O)c3ccccc3)c2=O)cc1OC | -0.3 | 9.5 | 15.3 | 89.5 | 23.3 | 1.26 | 0.2 | 93.6 | 0.5 | -8.5
O=C(CCN1CCCCCC1)Nc1cccc(Cl)c1 | 1.9 | 2.5 | 12.2 | 97.7 | -1.1 | 0.97 | -0.3 | 97.0 | 0.4 | 2.6
CC(NC(=S)Nc1ccc([N+](=O)[O-])cc1)c1ccncc1 (configuration not stated) | -0.5 | 4.3 | 10.1 | 93.5 | -4.7 | 1.05 | -0.6 | 95.5 | -2.0 | 10.6
Clc1c(-c2nnc3n2CCC3)sc2ccccc12 | 0.5 | -15.2 | 16.8 | 113.0 | 1.6 | 1.26 | 0.1 | 90.9 | -1.2 | 4.1
CN1CCN(CC(=O)Nc2c(C(=O)C3CC3)oc3ccccc23)CC1 | -3.4 | -13.3 | -2.5 | 112.0 | 18.8 | 1.2 | -0.3 | 104.3 | 4.3 | -10.7
CCC(=O)N1CCc2cc(S(=O)(=O)NCCC(=O)N3CCc4ccccc4C3)ccc21 | 0.7 | 13.4 | -4.2 | 87.8 | -1.9 | 0.68 | -0.4 | 105.3 | -3.5 | -4.4
Cc1ccc(-c2csc3ncnc(NCCN4CCOCC4)c23)cc1 | 0.5 | 14.9 | 3.5 | 86.6 | -2.1 | 0.94 | -0.4 | 100.1 | -3.2 | 0.1
C/C(Cl)=C/Cn1c(NCCN(C)C)nc2c1c(=O)n(C)c(=O)n2C | -2.8 | 3.2 | 5.8 | 97.1 | -25.3 | 1.11 | -0.1 | 97.5 | 2.5 | -11.1
Cc1sc2c(c1C)CN(CCN1CCOCC1)CN2C(=O)c1ccccc1 | -0.3 | -26.8 | -32.0 | 123.8 | 5.7 | 1.73 | -0.2 | 126.9 | -8.1 | 2.9
CC(=O)Nc1ccc2c(c1)OCCOCCOc1cc(NC(C)=O)ccc1OCCOCCOCCO2 | -8.5 | -1.5 | 15.6 | 101.4 | 1.9 | 1.15 | -0.3 | 93.1 | 2.1 | 10.5
CC1=C(C(=O)OCC2CCCO2)C(c2ccncc2)C2=C(CC(C)(C)CC2=O)N1 (configuration not stated) | -0.6 | 5.0 | 2.7 | 95.4 | 2.4 | 1 | 0.4 | 98.6 | -5.2 | 1.2
Cc1nc2ncnn2c(C)c1CCC(=O)NC(C)CCc1ccco1 (configuration not stated) | 2.4 | 7.0 | 5.6 | 93.7 | -8.6 | 0.96 | 0.0 | 98.5 | 3.9 | 8.9
COC(=O)Cn1c2ccccc2c2nc(C)sc21 | 3.1 | -5.6 | -3.3 | 105.2 | 3.4 | 1.27 | -0.4 | 105.0 | -1.1 | -7.7
CCc1ccccc1NC(=O)CN(C)S(=O)(=O)c1ccc2c(c1)c(=O)n(C)c(=O)n2C | -0.9 | 3.4 | 5.0 | 96.9 | 9.5 | 1.19 | 0.0 | 103.1 | -0.9 | -1.1
O=C(O)C1CCN(S(=O)(=O)c2cccnc2)CC1 | 0.5 | -0.5 | 8.1 | 100.4 | 6.0 | 1.17 | 0.0 | 95.2 | 0.1 | -10.2
Cc1noc(C)c1CSc1nnc(C)c(=O)[nH]1 | 3.7 | -5.0 | 5.5 | 104.6 | -4.5 | 1.13 | -0.1 | 100.3 | 2.3 | 1.0
COc1cc(C(=O)Nc2nc3ccccc3[nH]2)cc(OC)c1OC | 0.6 | 2.7 | 29.7 | 97.5 | -13.0 | 0.81 | 0.2 | 77.2 | 0.0 | -3.4
COC(CNC(=O)C1CCCN1C(=O)OCc1ccccc1)OC (configuration not stated) | -1.2 | -2.3 | 4.2 | 101.7 | 8.7 | 1.12 | -0.4 | 98.3 | -0.1 | -1.0

Already shown: entries from further up.
SMILES | Redox H2O2 prof | STAT1 blocker | STAT3 inh | STAT1 activator | APP 5'UTR act | NF-kB expr up | Hsp70 activator | STAT3 act | Efa HMGR inh | TLR4 MyD88 comp
Cc1ccc(-c2csc3ncnc(NCCN4CCOCC4)c23)cc1 | 0.5 | 14.9 | 3.5 | 86.6 | -2.1 | 0.94 | -0.4 | 100.1 | -3.2 | 0.1
C/C(Cl)=C/Cn1c(NCCN(C)C)nc2c1c(=O)n(C)c(=O)n2C | -2.8 | 3.2 | 5.8 | 97.1 | -25.3 | 1.11 | -0.1 | 97.5 | 2.5 | -11.1
Cc1sc2c(c1C)CN(CCN1CCOCC1)CN2C(=O)c1ccccc1 | -0.3 | -26.8 | -32.0 | 123.8 | 5.7 | 1.73 | -0.2 | 126.9 | -8.1 | 2.9
CC(=O)Nc1ccc2c(c1)OCCOCCOc1cc(NC(C)=O)ccc1OCCOCCOCCO2 | -8.5 | -1.5 | 15.6 | 101.4 | 1.9 | 1.15 | -0.3 | 93.1 | 2.1 | 10.5
CC1=C(C(=O)OCC2CCCO2)C(c2ccncc2)C2=C(CC(C)(C)CC2=O)N1 (configuration not stated) | -0.6 | 5.0 | 2.7 | 95.4 | 2.4 | 1 | 0.4 | 98.6 | -5.2 | 1.2
Cc1nc2ncnn2c(C)c1CCC(=O)NC(C)CCc1ccco1 (configuration not stated) | 2.4 | 7.0 | 5.6 | 93.7 | -8.6 | 0.96 | 0.0 | 98.5 | 3.9 | 8.9
COC(=O)Cn1c2ccccc2c2nc(C)sc21 | 3.1 | -5.6 | -3.3 | 105.2 | 3.4 | 1.27 | -0.4 | 105.0 | -1.1 | -7.7
CCc1ccccc1NC(=O)CN(C)S(=O)(=O)c1ccc2c(c1)c(=O)n(C)c(=O)n2C | -0.9 | 3.4 | 5.0 | 96.9 | 9.5 | 1.19 | 0.0 | 103.1 | -0.9 | -1.1
O=C(O)C1CCN(S(=O)(=O)c2cccnc2)CC1 | 0.5 | -0.5 | 8.1 | 100.4 | 6.0 | 1.17 | 0.0 | 95.2 | 0.1 | -10.2
Cc1noc(C)c1CSc1nnc(C)c(=O)[nH]1 | 3.7 | -5.0 | 5.5 | 104.6 | -4.5 | 1.13 | -0.1 | 100.3 | 2.3 | 1.0
COc1cc(C(=O)Nc2nc3ccccc3[nH]2)cc(OC)c1OC | 0.6 | 2.7 | 29.7 | 97.5 | -13.0 | 0.81 | 0.2 | 77.2 | 0.0 | -3.4
COC(CNC(=O)C1CCCN1C(=O)OCc1ccccc1)OC (configuration not stated) | -1.2 | -2.3 | 4.2 | 101.7 | 8.7 | 1.12 | -0.4 | 98.3 | -0.1 | -1.0
